ASAP1 GAP inh: inhibitors of human ASAP1 ArfGAP activity, primary screen, biochemical, fluorescence polarization. AID 624377, 2012. 0.19% of 360,000 active. ASAP1-stimulated ARF1 GTP hydrolysis, GDP FP detection. Arf-GAP with SH3 domain, ANK repeat and PH domain-containing protein 1 (Homo sapiens), …. inhibition, % at 16.5 µM; in the data active means inhibition above about 25%;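 further: 0% = vehicle with enzyme and substrate and 100% = no enzyme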
DDE Tn6 FP inh: inhibitors of Tn6 peptide binding to fibrin DD(E), primary screen, biochemical, fluorescence polarization, human fibrin, Tn6 probe | 0.21% of 370,000 active | Fibrinogen beta chain (Homo sapiens), P02675 | inhibition, % at 8.3 µM | Fibrin DD(E) TRITC-Tn6 fluorescence polarization displacement;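 active means inhibition above a per-campaign cutoff: mean of compounds within control limits plus 3 SD, cut at about 15% in these data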;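 further: 0% = median of all compound wells on the plate and 100% = blocking peptide control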
TDP2 absorb: human TDP2 enzyme inhibitors, primary screen, biochemical, epi absorbance, recombinant enzyme; T5PNP hydrolysis, p-nitrophenol absorbance 415 nm; AID 720702, 2013; inhibition, % at 12.8 µM; 0.34% of 370,000 active; Tyrosyl-DNA phosphodiesterase 2 (Homo sapiens), O95551;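 active means inhibition above the mean of all tested compounds plus 3 SD, set per campaign, cut at about 25% in these data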;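 further: 0% = DMSO with enzyme and 100% = buffer with substrate but no TDP2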
Target sequence (O95551 whole entry, looked up): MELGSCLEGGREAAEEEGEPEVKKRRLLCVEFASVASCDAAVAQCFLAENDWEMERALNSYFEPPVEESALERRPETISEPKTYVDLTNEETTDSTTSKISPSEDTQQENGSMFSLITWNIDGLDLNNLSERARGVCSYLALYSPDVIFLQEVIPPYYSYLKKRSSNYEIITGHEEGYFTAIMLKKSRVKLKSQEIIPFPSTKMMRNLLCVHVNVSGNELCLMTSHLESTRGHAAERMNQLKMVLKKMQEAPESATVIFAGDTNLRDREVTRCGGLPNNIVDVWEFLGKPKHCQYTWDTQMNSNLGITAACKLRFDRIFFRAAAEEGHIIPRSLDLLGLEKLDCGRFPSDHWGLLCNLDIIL
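Material: recombinant human TDP2; quantity: TDP2 enzyme at 120 nM final; medium: Tris-HCl pH 7.5 with MgCl2; compound: single concentration, 12.8 µM nominal, with 1% DMSO; incubation: 2 h enzyme incubation at 37 °C; signal: epi absorbance; measure: percent inhibition; benchmarks: high control without enzyme, low control DMSO plus TDP2; repeats: singlicate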
PLC-gamma1 inh: PLC-gamma1 enzyme inhibitors, primary screen, biochemical, fluorescence, purified enzyme; inhibition, % at 12.2 µM; AID 720700, 2013; 1-phosphatidylinositol 4,5-bisphosphate phosphodiesterase gamma-1 (Homo sapiens), P19174; 0.84% of 370,000 active; fluorogenic substrate; in the data active means inhibition above about 9.5%
ARFGAP1 inhibitor: inhibitors of rat ARFGAP1 GAP activity, primary screen, biochemical, fluorescence polarization, GDP tracer. Arfgap1-stimulated ARF1 GTP hydrolysis, GDP FP detection. inhibition, % at 16.5 µM. 0.26% of 360,000 active. AID 651572, 2012;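 active means inhibition above a per-plate limit, mean inhibition of low control wells plus 3 SD, cut at about 25% in these data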;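 further: 0% = DMSO wells with enzyme and 100% = wells lacking Arfgap1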
Target sequence (Q62848 1-136 limits assumed): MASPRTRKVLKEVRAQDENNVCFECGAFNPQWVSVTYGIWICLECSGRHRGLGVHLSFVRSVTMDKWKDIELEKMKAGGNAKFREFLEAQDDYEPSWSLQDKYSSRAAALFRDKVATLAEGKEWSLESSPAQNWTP
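material = rat Arfgap1 catalytic domain, aa 1-136 | also added = human ARF1(Δ1-17)-GTP substrate | compound dosing = one concentration, 16.5 µM, DMSO 1.26% | times = GTP hydrolysis reaction 2 h at 25 °C | measured by = FP, GDP Alexa 633 tracer displaced from anti-GDP antibody, 620/688 nm | evaluation = percent inhibition of Arfgap1-stimulated GTP hydrolysis | replication = single well per compound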
LEDGF integ inh: blockers of LEDGF/p75-dependent integrase strand transfer – biochemical, TR-FRET, high throughput, primary screen | HIV-1 integrase (with human LEDGF/p75) | 0.64% of 370,000 active | TR-FRET IN-LEDGF/p75 DNA integration, Eu/Cy5 | inhibition, % at 3.7 µM;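 active means inhibition above the screen-wide mean plus 3 SD, cut at about 13% in these data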;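 further: signal is the Cy5 over europium emission ratio at 671 and 618 nm; 0% = plate median of compound wells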
DDE Tn7 FP inh: inhibitors of Tn7 peptide binding to fibrin DD(E), primary screen, biochemical, fluorescence polarization, human fibrin, Tn7 probe. Fibrinogen beta chain (Homo sapiens), P02675. FP displacement of FITC-Tn7 peptide from fibrin DD(E); 0% = median of compound wells per plate. inhibition, % at 8.3 µM. 0.13% of 370,000 active. AID 720508, 2013;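 active means inhibition above the mean of compounds falling within the control limits plus 3 SD of them, cut at about 14% in these data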;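 further: 0% = plate median of compound wells and 100% = 10 µM Aha-Tn7 peptide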
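Assay system: human fibrin DD(E) protein / Input: 2 µM fibrin DD(E) / Benchmarks: high control of 10 µM Aha-Tn7 peptide / Measured by: fluorescence polarization of the labelled Tn7 tracer / Medium: Tris buffer with calcium and detergent, pH 7.8 / Timing: 10 min compound pre-incubation, 3 h probe incubation at room temperature / Repeats: one replicate per compound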
ADAM10 inh: human ADAM10 inhibitors, primary screen, biochemical, QFRET, HTS | inhibition, % at 7 µM | recombinant ADAM10, EDANS/DABCYL FRET peptide cleavage, 3 h | 0.62% of 370,000 active | Disintegrin and metalloproteinase domain-containing protein 10 (Homo sapiens), O14672;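 active means inhibition above a per-campaign cutoff equal to the mean of compounds falling between control-based bounds plus 3 SD, cut at about 20% in these data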;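 further: 0% = DMSO wells while the 100% control is not disclosed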
Target sequence (O14672 214-748 limits assumed): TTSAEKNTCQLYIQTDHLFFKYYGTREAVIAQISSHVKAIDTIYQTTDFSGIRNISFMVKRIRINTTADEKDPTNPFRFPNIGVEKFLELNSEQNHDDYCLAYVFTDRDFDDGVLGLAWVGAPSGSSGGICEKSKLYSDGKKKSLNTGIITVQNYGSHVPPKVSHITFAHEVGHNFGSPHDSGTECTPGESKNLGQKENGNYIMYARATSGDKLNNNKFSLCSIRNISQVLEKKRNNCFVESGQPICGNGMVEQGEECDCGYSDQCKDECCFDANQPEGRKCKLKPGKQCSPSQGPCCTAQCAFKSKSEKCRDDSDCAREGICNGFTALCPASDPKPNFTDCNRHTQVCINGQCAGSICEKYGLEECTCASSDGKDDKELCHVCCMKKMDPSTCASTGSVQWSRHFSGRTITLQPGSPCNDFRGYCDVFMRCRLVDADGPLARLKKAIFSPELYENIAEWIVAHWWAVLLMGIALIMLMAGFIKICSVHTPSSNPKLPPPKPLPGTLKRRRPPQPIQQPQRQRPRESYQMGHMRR
proKLK7 act: proKLK7 zymogen activators, primary screen, biochemical, fluorescence intensity. 0.9% of 370,000 active. Kallikrein-7 (Homo sapiens), P49862. activation, % at 7 µM. purified proKLK7, EDANS-DABCYL substrate fluorescence; 100% is mature enzyme control, 0% vehicle;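 active means activation above the mean of all tested compounds plus 3 SD, computed per campaign excluding outliers beyond control limits, cut at about 13% in these data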
ADAM17 inh: ADAM17 inhibitors, primary screen, biochemical, QFRET; recombinant ADAM17, EDANS/DABCYL FRET peptide cleavage; inhibition, % at 6.95 µM; 0.83% of 370,000 active;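 active means inhibition above the mean of compounds lying between control limits plus 3 SD, set per campaign, cut at about 8.5% in these data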;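 further: 0% = DMSO-only wells as the low control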
* = called active by the depositor; i = inactive; nt = not tested or not shown.

SMILES	ASAP1 GAP inh	DDE Tn6 FP inh	TDP2 absorb	PLC-gamma1 inh	ARFGAP1 inhibitor	LEDGF integ inh	DDE Tn7 FP inh	ADAM10 inh	proKLK7 act	ADAM17 inh
COc1ccc(NS(=O)(=O)c2cccc(C(=O)NNC(=O)c3ccc(O)c(Cl)c3)c2)cc1	-11	-9	-5	1	-10	-3	-2	-9	0.5	2
COCC(C)NC(=O)COc1nncc2ccccc12 (centres undefined)	1	9	1	0	8	7	-4	3	0.3	2
N#Cc1c(NC(=O)CN2CCN(S(=O)(=O)c3ccc4c(c3)OCCO4)CC2)sc2c1CCC2	-8	-6	6	-4	-12	4	7	-12	0.8	-4
CC(C)(C)c1ccc(C(CC(=O)O)NC(=O)CCCc2ccccc2)cc1 (centres undefined)	0	7	-15	-3	9	3	3	-1	-0.6	6
COc1ccc(-c2[nH]ncc2CN(C)Cc2c(C)n[nH]c2C)c(OC)c1	-2	-3	-1	-2	6	-2	-3	-9	-0.2	-3
COCCN(C(=O)CSc1nnc(Nc2ccc(C)cc2)s1)c1c(N)n(CC(C)C)c(=O)[nH]c1=O	1	0	-13	-3	11	-3	4	0	0.5	-3
COc1ccc(C(=O)CSc2nnc(Cc3ccccc3)o2)cc1	13	-3	4	0	5	6	11	1	-0.1	0
CC(=O)Oc1c(C)cc(Cl)cc1C(=O)Nc1ccc([N+](=O)[O-])cc1Cl	-3	6	-7	0	5	-2	-4	-1	-0.1	0
Cc1ccc(C(=O)NNC(=O)CCN2C(=O)C3CCCCC3C2=O)cc1 (centres undefined)	4	-2	5	2	3	-4	-3	0	0.9	0
O=C(/C=C/c1ccc(OC(F)F)cc1)OCC(=O)N1CCN(C(=O)c2ccco2)CC1	-5	2	0	0	1	-2	-5	-6	-0.2	-2
COc1cccc(C=O)c1OCCN1C(=O)c2ccccc2C1=O	2	-1	-11	3	-5	5	-4	15	0.4	2
Cc1nnc(SCC(=O)Nc2ccccc2F)n(N)c1=O	-1	3	6	-3	4	-1	3	0	-0.9	-1
COc1cccc2cc(C(=O)Oc3ccc(NC(C)=O)cc3)c(=O)oc12	1	3	5	-28	-9	4	6	-11	4.8	-4
COc1ccccc1NC(=O)C(C)OC(=O)Cc1n[nH]c(=O)c2ccccc12 (centres undefined)	-1	-7	-1	-1	-5	-8	5	-10	-0.1	-3
CCCN[C@H]1CCc2nc(N)sc2C1	8	3	0	1	-2	3	0	0	0.0	-4
C=CCn1c(=O)c2ccc(C(=O)NCc3ccccc3)cc2n(Cc2cccc(Cl)c2)c1=O	-5	4	6	1	-6	5	4	-2	0.0	-1
CCc1nc(N2CCC3(CC2)OCCO3)c2nnn(Cc3ccccc3Cl)c2n1	-8	5	-12	-4	5	-1	-1	9	0.9	-3
COc1ccc(C(=O)CNc2ccccc2CO)cc1	22	-6	-8	0	10	-3	-10	0	0.3	1
COc1ccc(CN(C)CC2CCCN(CCc3ccc(F)cc3)C2)c(OC)c1OC (centres undefined)	-12	-5	2	0	-5	5	-4	5	-0.3	1
COc1ccccc1CC(=O)N1CCCc2cc(C)ccc21	-11	3	-4	-1	-7	0	-3	-6	0.7	-3
COc1cccc(C2C(C(=O)/C=C/c3ccco3)=C(O)C(=O)N2CCN2CCOCC2)c1 (centres undefined)	3	3	-3	-17	-7	8	-3	-5	0.5	-8
O=C(NCCc1c[nH]c2ccccc12)OCc1cn(Cc2cc(F)cc(F)c2)nn1	nt	5	-8	-2	nt	1	3	1	0.5	-1
O=C(O)c1ccc(-n2cccc2)cc1O	0	3	2	5	-2	-1	-3	-11	0.7	-1
COC(=O)c1sc(NC(=O)/C=C/c2ccc(C)cc2)nc1C	-8	4	2	-2	0	3	-10	1	-0.7	1
O=C(c1oc(=O)c2ccccc2c1-c1ccccc1)N1CCN(C2CCCCC2)CC1	3	0	-4	3	-1	-3	-1	-14	1.2	-2
O=C(c1cccc(C(F)(F)F)c1)C1CCCN(C(=O)CCCn2cncn2)C1 (centres undefined)	8	-10	-7	-1	-2	5	0	0	0.1	-5
COc1cc(Br)cc2cc(C(=O)N3CCN(c4ccccn4)CC3)c(=O)oc12	-2	-7	-1	-3	0	4	-6	-2	0.6	1
COC(=O)c1ccc(CSc2nc3ccccc3c(=O)n2Cc2ccco2)o1	-1	7	8	0	3	0	-1	-1	0.3	0
COC(=O)CCC/C=C1\SC[C@@H](NC(=O)c2ccccc2)C1NC(C)=O (some centres undefined)	-2	-10	-15	1	14	-6	-3	-12	0.1	-7
Cc1ccccc1C(=O)NCC(C)NC(=O)c1ccccc1C (centres undefined)	8	0	5	0	-1	-2	14*	-2	0.5	0
Cc1ccc(C(=O)C(SC(C)(C)C)n2cncn2)cc1 (centres undefined)	13	8	-1	0	2	-2	0	0	0.1	-4
Cn1c(Cc2ccccc2)nnc1SCC(=O)Nc1ccccc1	-5	4	10	0	-6	4	-6	-8	0.1	1
CCCCC(=O)OCC(=O)Nc1ccc(SC(F)F)cc1	-2	3	-7	0	-14	2	3	-3	0.4	0
COc1cc(C(=O)c2cocc2C(=O)c2ccc3c(c2)OCO3)cc(OC)c1OC	1	-5	-14	2	13	8	-4	-5	-0.3	-1
CC1CCCC(NC(=O)C2CCN(S(=O)(=O)N3CCC4(CC3)OCCO4)CC2)C1C (centres undefined)	7	-6	13	-1	5	-4	4	0	0.6	-5
CCOC(=O)c1c(S(=O)(=O)N(C)C2CCCCC2)c(C)n(C)c1C	-14	0	-38	9.9*	-6	0	3	11	0.3	-4
COc1ccc(NC(=O)COC(=O)/C=C/c2ccccc2[N+](=O)[O-])cc1OC	10	-4	-20	9	-3	3	1	8	0.5	2
O=C(CSc1nnc2ccccn12)Nc1ccccc1C(=O)NC1CC1	22	-6	-2	-4	17	2	-11	-16	0.7	-6
COc1cc2c(cc1OC)C(c1ccccc1)N(C(=O)CSCC(=O)O)CC2 (centres undefined)	7	1	13	-2	1	3	-2	-8	0.3	-2
CC(C)(C)c1ccc(C(=O)N/C(=C/c2cccs2)C(=O)NCc2ccco2)cc1	1	1	-1	2	2	2	0	1	-0.2	1
CC(C)Sc1nc2ccccc2n2cnnc12	5	5	15	-2	7	-3	2	0	-0.1	-2
Cc1ccc(OCC(=O)Nc2cc(S(=O)(=O)N3CCOCC3)ccc2Cl)c([N+](=O)[O-])n1	0	-2	15	0	2	-2	-1	-8	0.1	-6
Cc1ccccc1CSc1nnc(Cn2c(=O)sc3ccccc32)n1C	-5	-4	4	3	-6	-1	2	-4	-0.2	2
CSc1ccc(-c2cccc3nncn23)cc1	8	2	2	-308	8	-3	-8	i	21*	i
CCOc1ccccc1N(C(=O)c1ccco1)C(C(=O)NC1CCCC1)c1cccs1 (centres undefined)	-9	5	9	1	-9	2	2	3	0.6	0
O=C(Cc1cccc(NC(=O)C2CCCN(C(=O)C3CCCC3)C2)c1)Nc1ccc(C(=O)N2CCOCC2)cc1 (centres undefined)	2	-4	-10	1	-1	0	-2	-3	-0.2	-2
CCCCCN(C(=O)CCC(=O)OCc1ccccc1C)c1c(N)n(CCCC)c(=O)[nH]c1=O	-1	-1	-6	6	9	0	1	-12	0.2	0
COc1cccc(NC(=O)N2CCc3nc(Nc4cc(Cl)cc(Cl)c4)ncc3C2)c1	15	-8	-2	-9	14	0	-9	4	-1.1	4
COc1ccc(CCn2ccc(O)c(Cc3c(F)cccc3Cl)c2=O)cc1OC	7	6	7	-1	0	-2	2	-2	0.1	0
CC(C)[C@H](Nc1ncnc2c1oc1ccccc12)C(=O)O	9	0	1	-1	-9	-1	-1	3	0.7	-2

The list goes on:
SMILES	ASAP1 GAP inh	DDE Tn6 FP inh	TDP2 absorb	PLC-gamma1 inh	ARFGAP1 inhibitor	LEDGF integ inh	DDE Tn7 FP inh	ADAM10 inh	proKLK7 act	ADAM17 inh
NC(=O)N/N=C\c1cccs1	-2	-2	4	-1	-8	3	-7	-3	0.5	-3
CC(C)(C)N(NC(=O)Nc1ccc(F)cc1)C(=O)c1ccccc1	-15	2	9	3	21	3	-7	0	-0.1	-1
O=C1COc2ccc(C(=O)c3ccccc3C(=O)NCc3ccccc3)cc2N1	0	4	-4	0	8	-4	5	4	0.2	-1
NC(=O)CSc1nnc(SCc2ccc(F)cc2)s1	1	1	6	-1	5	1	9	-1	0.2	-5
C=CCn1c(=O)c(C(=O)Nc2ccccc2C(=O)OCC)c(O)c2ccccc21	-10	-8	0	-1	-11	-2	-1	5	-0.2	-1
Cc1cc2oc(=O)cc(CN(C)Cc3cccc(F)c3)c2cc1C	3	-5	1	-2	1	-2	5	-9	-0.2	-3
Cc1ccc(C(=O)CSc2nnc(-c3ccccn3)n2-c2ccccc2)cc1	nt	1	0	0	nt	5	0	4	0.3	1
Cn1c(SCc2cccc(Br)c2)nnc1-c1ccccn1	7	-1	7	-2	3	1	2	5	-0.2	-2
COCc1cccc(-c2csc(C(N)c3ccc(F)c(F)c3)n2)c1 (centres undefined)	-3	-3	2	-14	-1	2	0	-4	-2.0	-3

Some of these compounds in order of their number in ADAM10 inh, descending:
SMILES	ASAP1 GAP inh	DDE Tn6 FP inh	TDP2 absorb	PLC-gamma1 inh	ARFGAP1 inhibitor	LEDGF integ inh	DDE Tn7 FP inh	ADAM10 inh	proKLK7 act	ADAM17 inh
COC(=O)c1sc(NC(=O)/C=C/c2ccc(C)cc2)nc1C	-8	4	2	-2	0	3	-10	1	-0.7	1
COCCN(C(=O)CSc1nnc(Nc2ccc(C)cc2)s1)c1c(N)n(CC(C)C)c(=O)[nH]c1=O	1	0	-13	-3	11	-3	4	0	0.5	-3
COc1ccc(CCn2ccc(O)c(Cc3c(F)cccc3Cl)c2=O)cc1OC	7	6	7	-1	0	-2	2	-2	0.1	0
